Assay outcomes from PubChem.
GLP1R cytotox = cytotoxic in the GLP-1 receptor inverse agonist counter-screen. 410,000 tested, 0.13% active. HEK293 cAMP-luciferase reporter cells, luminescence, 24 h. Potency, µM (highest dose often 38.3 µM), without a hit: at the highest dose activity change, negative = inhibition, most hits filed as inhibitors;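 note: loss of luciferase light is scored as toxicity; % is set by controls: 0 for no effect and ±100 for the full control effect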
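Seeding density was 200 cells/uL; after overnight-length (12 h) culture, 23 nL compounds went on for 24 h at 37 °C. Readout used a luciferase detection reagent, luminescence taken after 12 min at room temperature.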
GLP1R ag = GLP-1 receptor (human) agonism | P43220 | HEK293 GLP-1R CRE-luciferase, luminescence, 4-6 h; cells express a hypersensitive GLP-1R form | Potency, µM (titrated, usually from 45.6 µM), for the others: at the highest dose activation, hits mostly activators | 380,000 tested, 0.007% active; note: % of control where 0% means no effect
Target sequence (P43220 whole entry, looked up): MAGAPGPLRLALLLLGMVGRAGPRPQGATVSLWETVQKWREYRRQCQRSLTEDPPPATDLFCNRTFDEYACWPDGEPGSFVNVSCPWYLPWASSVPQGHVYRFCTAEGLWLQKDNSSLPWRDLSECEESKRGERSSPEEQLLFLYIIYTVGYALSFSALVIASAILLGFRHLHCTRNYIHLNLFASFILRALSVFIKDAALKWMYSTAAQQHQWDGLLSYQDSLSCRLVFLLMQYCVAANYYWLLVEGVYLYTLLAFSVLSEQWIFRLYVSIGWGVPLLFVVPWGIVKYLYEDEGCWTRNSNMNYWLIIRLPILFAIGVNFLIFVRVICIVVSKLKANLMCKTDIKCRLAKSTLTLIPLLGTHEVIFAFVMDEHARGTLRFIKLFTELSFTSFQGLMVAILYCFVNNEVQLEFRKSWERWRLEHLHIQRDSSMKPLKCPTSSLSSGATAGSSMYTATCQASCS
TDP43 rescue = TDP-43 toxicity inhibition in yeast; TDP-43 expressing yeast growth rescue, BacTiter-Glo, 24 h; Potency, µM (highest dose often 46.1 µM), for the others: at the top dose growth rescue (activation), hits mostly activators; 410,000 tested, 1.8% active; AID 652104; note: % of control where 0% means no effect; nearly all actives have a fitted effect of over 50% in size
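Growth rescue of TDP-43-toxic yeast measured as ATP luminescence (BacTiter-Glo). Cells grown to mid-log in raffinose, induced in galactose at OD600=0.02, exposed to compound 24 hr at 30 deg C.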
GLP1R inv ag = inverse agonists of human GLP-1 receptor; 410,000 tested, 1.6% active; AID 624417; HEK293 GLP-1R CRE-luciferase, luminescence, 24 h; GLP-1R form is constitutively active; Potency, µM (top dose mostly 38.3 µM), for inactives: at the highest dose activity change, negative = inhibition, most hits filed as inhibitors; note: % is set by controls: 0 for no effect and ±100 for the full control effect; nearly all actives have a fitted effect of over 55% in size
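qHTS in 1536-well format: reporter HEK293 cells expressing constitutive GLP-1R activity in DMEM + 10% Nu serum, 24 hr with compounds at 37 deg C, luminescence read after 12 min with detection reagent.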
HT1080 IDH1KD tx = kills HT-1080 cells with IDH1 knockdown; AID 686971; HT-1080 IDH1 knockdown viability, ATP luminescence, 48 h; Potency, µM (highest dose often 46.1 µM), without a hit: at the top dose activity, negative = toxicity, usual class: cytotoxic; 360,000 tested, 2% active;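 note: 0% = DMSO wells and -100% = cell-free medium wells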
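Assay cells: HT-1080 with IDH1 knockdown, 750 per well, RPMI/5% FBS. Exposure: 48 h at 37 °C following 2 h pre-incubation. Read: CellTiter-Glo luminescence; fitted concentration-response, curve class assigned.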
SW480 rerep = induces DNA re-replication in SW480 colon adenocarcinoma cells | SW480 DNA re-replication, Hoechst DNA content imaging, 48 h | Potency, µM (top dose mostly 46.1 µM), without a hit: top-dose re-replication activation, most hits filed as activators | 340,000 tested, 1.8% active | AID 624297; note: % of control where 0% means no effect; nearly all actives have a fitted effect of over 55% in size
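Per well, 250 cells were exposed to pinned compound for 48 hr. Nuclear DNA was visualised with Hoechst (40 min, 37 C) and total object intensity recorded by fluorescence scanning.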
HT1080-NT tox = kills 2HG-producing HT-1080-NT fibrosarcoma cells; 360,000 tested, 1.6% active; HT-1080-NT fibrosarcoma viability, CellTiter-Glo ATP luminescence, 48 h; Potency, µM (highest dose often 46.1 µM), without a hit: at the top dose activity, negative = less viability, usual class: cytotoxic;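 note: NT is the 2HG producing partner of a matched IDH1 knockdown line; 0% = DMSO-treated cells and -100% = media-only wells without cells; nearly all actives have a fitted effect of over 55% in size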
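750 cells/well, RPMI + 5% FBS; 2 h settle, compound pin-transfer, 48 h at 37 degrees C. CellTiter-Glo 10 min RT, luminescence. Normalized to DMSO and media-only wells.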
KB-V1 cytotox = kills drug-selected multidrug resistant KB-V1 cells. 400,000 tested, 3.4% active. KB-V1 MDR cells viability, CellTiter-Glo, 72 h. Potency, µM (doses to about 46.1 µM), for inactives: top-dose activity change, negative = cytotoxicity, usual class: cytotoxic; note: % is set by controls: 0 for no effect and ±100 for the full control effect; nearly all actives have a fitted effect of over 60% in size
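Luminescent ATP read-out (CellTiter-Glo, 10 min) measures survival of drug-selected KB-V1 MDR cells after 72 h, 37 degrees C compound exposure. Medium: phenol-red-free DMEM, 10% FBS. Values from fitted concentration-response curves.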
KB-3-1 tox = kills parental KB-3-1 adenocarcinoma cells; KB-3-1 viability, CellTiter-Glo ATP luminescence, 72 h; Potency, µM (series often up to 46.1 µM), inactives show top-dose activity change, negative = cytotoxic, most hits filed as cytotoxic; 400,000 tested, 1.4% active; note: % is set by controls: 0 for no effect and ±100 for the full control effect; nearly all actives have a fitted effect of over 60% in size
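Here the drug-naive KB-3-1 line serves as comparator for MDR sub-line selectivity; cells received compound titrations, 72 h at 37 °C, then CellTiter-Glo readout.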
* marks the source's active call; other numbers are inactive results; ? = inconclusive; · = no result given; & = joins results of further samples; [ ] = another dose, or the depositor's remark. Calls come from the whole dose curve; as a rule, active = well fitted curve in the direction sought with a large enough effect; inconclusive = small, poorly fitted or top-dose-only effect, or another doubt; inactive = no such curve, though single readings can be large; an effect the other way counts as inactive or inconclusive. Potency is the fitted concentration of half-maximal effect. Not a hit list. Share with any hit: about 9.4%.

SMILES	GLP1R cytotox	GLP1R ag	TDP43 rescue	GLP1R inv ag	HT1080 IDH1KD tx	SW480 rerep	HT1080-NT tox	KB-V1 cytotox	KB-3-1 tox
CC(C)(OC1OC(CO)C(O)C(O)C1O)[C@H]1Oc2ccc3ccc(=O)oc3c2[C@H]1O (stereo partly drawn)	2%	1%	12%	26%	8%	-2%	5%	26%	12%
COCCn1c(=O)[nH]c2cc(C(=O)N3CCN(c4cccc(C)c4C)CC3)ccc2c1=O	5%	1%	-10%	?	-1%	2%	-1%	17%	-1%
CCOC(=O)N1CCN(C(=O)C2CC(=O)N(Cc3ccc(OC)cc3)C2)CC1 (stereo not drawn)	-12%	-3%	8%	-9%	-2%	-7%	7%	10%	-2%
c1ccc2c(c1)c1ccccc1n2CN1CCOCC1	-8%	-2%	9%	?	-8%	-10%	-6%	20%	10%
O=C(Nc1ccccc1Cl)C1Cc2ccccc2O/C1=N\O (stereo not drawn)	-4%	5%	22%	15%	16%	-46%[inhibitor]	16%	-2%	2%
C=CCN(c1ccccc1OC)S(=O)(=O)c1ccc(Cl)c(C(=O)Nc2ccc(N3CCOCC3)cc2)c1	-7%	18%	-6%[9.22 µM]	?	?	-3%	-24%	-28%	-27%
COc1cccc(NC(=O)CC(c2ccc(OC(C)C)cc2)c2ccccc2OC)c1 (stereo not drawn)	3%	-11%	6%	-5%	-27%	-5%	0%	-21%	4%
Cc1ccc2cccc(OCc3cccc([N+](=O)[O-])c3)c2n1	0%	21%	16%	-12%	0%	-5%	0%	-6%	14%
Cc1c(CC(=O)N2CCN(C(=O)C3COc4ccccc4O3)CC2)c(=O)oc2cc(O)c(Cl)cc12 (stereo not drawn)	442%[activator]	0%	-2%	-29%	1%	?	0%	?	22%
O=C(CCc1nc(-c2ccccc2F)no1)NC1CCCCCC1	-7%	19%	20%	?	5%[9.24 µM]	-6%	1%	16µM*	?
O=C(NCC(c1ccco1)N1CCCC1)c1cc(S(=O)(=O)N2CCCCC2)ccc1Cl (stereo not drawn)	-6%	9%	4%	?	0%	2%	-4%	9%	-8%
CC1=CC(C)(C)NC(=S)N1c1ccc(C)c(C)c1	11µM*	4%	-14%[9.22 µM]	11µM*	-4%	-21%	2%	-36%	?
O=C(NCc1ccco1)c1ccc(CN2CCOCC2)cc1	14%	10%	6%	-3%	1%	-5%	0%	17%	-3%
COc1ccccc1OCC(=O)NCC1CCCN(C(=O)c2cccc(C)c2)C1 (stereo not drawn)	-1%	-5%	6%	-15%	-1%	·	3%	-2%	1%
O=C(O)c1ccc(-n2nnnc2SCc2ccccc2F)cc1	-24%	-3%	15%	18%	-8%	0%	-10%	5%	1%
O=C(O)CC12CC3CC(C1)CC(n1ncc(NCc4ccccc4)c(Cl)c1=O)(C3)C2	-5%	5%	15%	40%[activator]	10%	-3%	20%	3%	21%
Nc1ccn([C@@H]2O[C@H](CNCc3ccc(OCC(=O)Nc4nccs4)cc3)[C@@H](O)[C@H]2O)c(=O)n1	0%	1%	12%	-2%	8%	·	8%	-3%	8%
COc1ccc(NC(=O)CN2C(=O)COc3ccc(C)cc32)c(OC)c1	2%	-1%	23%	4%	0%	-6%	0%	-7%	2%
Cn1c(N)c(C(=O)COC(=O)c2cc(-c3ccco3)nc3ccccc23)c(=O)n(C)c1=O	-11%	-2%	-18%	-7%	-11%	5%&9%	-17%	-15%	-2%
CCCCNC(=O)C1C(c2ccccc2)=Nc2ccccc2N1C(=O)c1ccc(C(F)(F)F)cc1 (stereo not drawn)	-10%	·	9%	?	?	·	?	?	-13%
COC(=O)Cc1c[nH]c2cccc(OCC(O)CN(Cc3ccc([N+](=O)[O-])cc3)C(C)(C)C)c12 (stereo not drawn)	?	-10%	-5%	0%	-13%	8%	1%	5.8µM*	-11%
CCCCCCOC(=O)CC1CC(C(C)=O)C1(C)C (stereo not drawn)	-1%	13%	12%	-32%	16%	-4%	9%	1%	-3%
CCOC(=O)C1(Cc2ccc(OC)cc2)CCN(C(=O)c2sc(C)nc2C)CC1	6%	18%	22%	8%	-6%	2%	1%	?	-14%
OC(C#CCN1CCOCC1)(c1ccccc1)C1CC1 (stereo not drawn)	22%	2%	17%	12%	16%	-6%	14%	1%	1%
CCCc1nn2c(=O)cc(COc3ccc(/C=C(\C#N)C(=O)Nc4ccccc4)cc3)nc2s1	?	-1%	5%	2%	·	·	·	?	19%
COc1ccc(OC)c(NC(=O)c2cc3c(cc2Cl)N2CCCCCC2=NS3(=O)=O)c1	1%	8%	7%	-4%	-1%	5%	-1%	-14%	0%
CCCNS(=O)(=O)c1cc(-c2nn3c(C)nnc3c3ccccc23)ccc1C	14%	·	22%	33%[activator]	·	·	·	-23%	-26%
O=C(O)COc1cccc(NC(=O)C2CCCO2)c1 (stereo not drawn)	7%	0%	-4%	-5%	20%	-1%[9.22 µM]	4%	2%	9%
S=C(NCCSCc1c(Cl)cccc1Cl)Nc1ccccc1	-18%	2%	10µM*	?	-3%	2%	-6%	21µM*	?
COc1cccc(NC(=O)CN2CCCCCC2)c1	-3%	-2%	15%	6%	5%	-4%	-2%	13%	6%
Cc1nc2nc(SCC(=O)N(Cc3ccccc3)C(C)C)nn2c(C)c1Cc1ccccc1Cl	-12%	·	11%	?	·	·	·	0%	-11%
C[C@H](NC(=O)c1nc[nH]c1C(=O)N(C)CCO)c1ccccc1	1%	0%	2%	10%	3%	·	1%	-2%	0%
CC1=NN(C(N)=S)C(=O)C1N=Nc1ccc(Cl)cc1Cl (stereo not drawn)	?	-5%	21%	?	-5%	-1%	-1%	?	-1%
CCc1nc(SCC(=O)NC2CCCC2)c2c(=O)n(C)c(=O)n(C)c2n1	-1%	-13%	-19%	22%	0%	0%	5%	-20%	7%
CC(C)Oc1ccc(C(=O)CCN2CCCCC2)cc1	-5%	-5%	25%	2%	1%	?	-5%	-3%	-26%
Cc1ccc2nc(-c3ccccn3)cc(C(=O)Nc3ccc(S(=O)(=O)N4CCOCC4)cc3)c2c1	2%	2%	9%	16%	-7%	1%	-1%	-22%	0%
Cc1ccccc1CC1(CO)CCCN(C(=O)c2cc(-c3ccccc3)no2)C1 (stereo not drawn)	6%	0%	?	?	7%	-8%	5%	4%	-1%
CCCC(NC(=O)COc1cc2c(c3oc(=O)cc(C)c13)CCC(C)(C)O2)C(=O)O (stereo not drawn)	9%	-2%	1%	-1%	13%	-11%	6%	-4%	?
O=C(C1CCCCC1)N1CCN(S(=O)(=O)c2ccc(Br)cc2)CC1	5%	2%	1%	?	2%	-6%	1%	-8%	5%
Cc1ccc2nc(-c3ccc(C#N)cc3)c(Cc3ccccn3)n2c1	5%	-6%	15%	24%	?	·	-26%	9%	0%

Some of the entries so far, with two lines to a compound:
Fields – GLP1R cytotox	GLP1R ag	TDP43 rescue	GLP1R inv ag	HT1080 IDH1KD tx	SW480 rerep	HT1080-NT tox	KB-V1 cytotox	KB-3-1 tox
> C[C@H](NC(=O)c1nc[nH]c1C(=O)N(C)CCO)c1ccccc1
  1%	0%	2%	10%	3%	·	1%	-2%	0%
> CC1=NN(C(N)=S)C(=O)C1N=Nc1ccc(Cl)cc1Cl (stereo not drawn)
  ?	-5%	21%	?	-5%	-1%	-1%	?	-1%
> CCc1nc(SCC(=O)NC2CCCC2)c2c(=O)n(C)c(=O)n(C)c2n1
  -1%	-13%	-19%	22%	0%	0%	5%	-20%	7%
> CC(C)Oc1ccc(C(=O)CCN2CCCCC2)cc1
  -5%	-5%	25%	2%	1%	?	-5%	-3%	-26%
> Cc1ccc2nc(-c3ccccn3)cc(C(=O)Nc3ccc(S(=O)(=O)N4CCOCC4)cc3)c2c1
  2%	2%	9%	16%	-7%	1%	-1%	-22%	0%
> Cc1ccccc1CC1(CO)CCCN(C(=O)c2cc(-c3ccccc3)no2)C1 (stereo not drawn)
  6%	0%	?	?	7%	-8%	5%	4%	-1%
> CCCC(NC(=O)COc1cc2c(c3oc(=O)cc(C)c13)CCC(C)(C)O2)C(=O)O (stereo not drawn)
  9%	-2%	1%	-1%	13%	-11%	6%	-4%	?
> O=C(C1CCCCC1)N1CCN(S(=O)(=O)c2ccc(Br)cc2)CC1
  5%	2%	1%	?	2%	-6%	1%	-8%	5%
> Cc1ccc2nc(-c3ccc(C#N)cc3)c(Cc3ccccn3)n2c1
  5%	-6%	15%	24%	?	·	-26%	9%	0%

The list goes on.
SMILES	GLP1R cytotox	GLP1R ag	TDP43 rescue	GLP1R inv ag	HT1080 IDH1KD tx	SW480 rerep	HT1080-NT tox	KB-V1 cytotox	KB-3-1 tox
Cc1nn(-c2ccccc2C(F)(F)F)c(=O)c2noc(C)c12	-5%	9%	-6%	-4%	5%	-6%	?	15%	?
S=C(NN=Cc1ccc2c(c1)OCO2)NN=Cc1ccc2c(c1)OCO2	?	14%	-13%	?	-15%	?	-25%	?	?
CC1(C)CC(=O)C(N=Nc2cc3c(cc2[N+](=O)[O-])OCCO3)=C(O)C1	-8%	10%	-11%	15%	6%	-5%	3%	2%	0%
COc1ccc(S(=O)(=O)N2CCOC2CNC(=O)C(=O)NCCc2c[nH]c3ccccc23)cc1 (stereo not drawn)	-13%	1%	1%	-22%	-2%	0%	-11%	-13%	?
N#Cc1c(NCCN)nc(-c2ccccc2)c2c1CCCC2	-27%	5%	30%	?	?	?	?	?	?
